# Screening results: PubChem BioAssay, The Scripps Research Institute Molecular Screening Center
# TAAR1 antagonist: human TAAR1 antagonism; Q96RJ0; CHO RD-HGA16 TAAR1, Fluo-8 calcium fluorescence, antagonist; inhibition, % at 3 µM; hit rate 1.5% among 360,000;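 active = inhibition above a per-plate cutoff, the mean inhibition of test compounds on that plate plus 3 SD, cut at about 49% in these data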;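 also: 0% = DMSO plus EC80 beta-PEA response and 100% = DMSO alone without agonist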
#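 Test system – hTAAR1-expressing CHO RD-HGA16 cells, Gα16-coupled · Reagent – β-PEA at EC80 concentration, post-compound challenge · Compound dosing – 3 µM, single point · Timing – 140 s kinetic read after compound, 140 s after agonist · Detection – Fluo-8 intracellular calcium dye fluorescence, real-time kinetic reads · Control set – DMSO and EC80 PEA controls · Repeats – n of 1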
# CHO parental Ca: counter-screen: ATP calcium response change in parental CHO cells. AID 463079. parental CHO-K1, ATP-induced calcium, Fluo-8 fluorescence. hit rate 0.63% among 330,000. inhibition, % at 5.6 µM;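 active = inhibition above that plate's mean sample inhibition plus 3 SD, cut at about 26% in these data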;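 also: 0% = ATP-challenged DMSO wells and 100% = DMSO wells without ATP; some compounds past the cut are filed as inactive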
#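 Test system: untransfected parental CHO cell line. Compound: one dose, 5.6 µM nominal. Detection: intracellular calcium via Fluo-8 no-wash fluorescent dye. Measure: % inhibition. Benchmarks: ATP-challenged DMSO wells low, unchallenged DMSO wells high.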
# V1R ag counter: counter-screen for oxytocin receptor agonists: human V1a receptor agonists. P37288. CHO-V1R cells, Fluo-8 calcium fluorescence, agonist mode; 0% DMSO, 100% 3 nM vasopressin. activation, % at 3 µM. hit rate 0.25% among 320,000;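 active = activation above the mean activation of all tested compounds plus 3 SD, per screening run, cut at about 20% in these data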;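 also: signal is peak over basal fluorescence ratio across a 100 second FLIPR read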
# Target sequence (P37288 whole entry, looked up): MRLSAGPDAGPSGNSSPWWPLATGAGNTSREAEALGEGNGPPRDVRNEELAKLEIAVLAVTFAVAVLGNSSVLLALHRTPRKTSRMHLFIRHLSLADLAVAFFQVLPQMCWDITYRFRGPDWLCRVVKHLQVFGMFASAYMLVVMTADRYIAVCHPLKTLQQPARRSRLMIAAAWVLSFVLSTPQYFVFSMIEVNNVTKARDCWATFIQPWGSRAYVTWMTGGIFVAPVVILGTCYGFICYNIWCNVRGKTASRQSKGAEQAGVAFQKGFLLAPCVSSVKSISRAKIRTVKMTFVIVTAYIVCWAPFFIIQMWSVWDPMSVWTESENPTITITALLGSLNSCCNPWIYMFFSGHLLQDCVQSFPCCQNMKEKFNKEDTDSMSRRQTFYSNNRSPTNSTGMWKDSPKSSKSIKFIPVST
# M1 ag parental: counter-screen for M1 agonists: effect in parental CHO-K1 cells. Fluo-8 calcium fluorescence; scaled to maximal ATP response, vehicle zero. activation, % at 3 µM. hit rate 0.48% among 360,000; in the data active = activation above about 15%;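 also: untransfected CHO-K1 host cells lacking M1 receptor as counterscreen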
# CHO-K1 Ca PAM: counter-screen for M1 PAMs: effect in parental CHO-K1 cells. ATP EC20, Fluo-8 calcium fluorescence; 0% at ATP EC20, 100% at ATP max. activation, % at 3 µM. hit rate 0.02% among 360,000;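 active = activation above the run cutoff, the mean activation of all test compounds plus 3 SD, cut at about 40% in these data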;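 also: peak over basal fluorescence ratio in a 140 s read after ATP addition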
# GPR7 antag: antagonists of human GPR7 (neuropeptides B/W receptor 1); P48145; GPR7-expressing cells, fluorescence antagonist assay; inhibition, % at 4.4 µM; hit rate 1.1% among 290,000; AID 1861; in the data active = inhibition above about 16%, passing the limit was not always enough;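 also: cells stimulated with the agonist NPW; 0% = agonist with vehicle and 100% = vehicle without agonist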
# CHO-K1 Ca antag: M1 antagonist counterscreen hit in parental CHO-K1 cells. inhibition, % at 3 µM. ATP-induced calcium, Fluo-8 fluorescence. hit rate 0.6% among 360,000;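 active = inhibition above a per-plate cutoff, the plate's mean sample inhibition plus 3 SD, cut at about 24% in these data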;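 also: 0% = DMSO plus EC80 ATP and 100% = DMSO alone without ATP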
# OXTR potentiator: potentiates the human oxytocin receptor response | CHO-OTR cells, Fluo-8 calcium fluorescence, potentiator mode; 0% = oxytocin EC15, 100% = EC100 | P30559 | activation, % at 3 µM | hit rate 0.061% among 320,000;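 active = activation above that plate's cutoff, the mean activation of tested compounds plus 3 SD, cut at about 6.6% in these data, passing the limit was not always enough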;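 also: 100% uses oxytocin at 75 nM as the full agonist control; some results filed as inactive read as strong as hits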
# Target sequence (P30559 whole entry, looked up): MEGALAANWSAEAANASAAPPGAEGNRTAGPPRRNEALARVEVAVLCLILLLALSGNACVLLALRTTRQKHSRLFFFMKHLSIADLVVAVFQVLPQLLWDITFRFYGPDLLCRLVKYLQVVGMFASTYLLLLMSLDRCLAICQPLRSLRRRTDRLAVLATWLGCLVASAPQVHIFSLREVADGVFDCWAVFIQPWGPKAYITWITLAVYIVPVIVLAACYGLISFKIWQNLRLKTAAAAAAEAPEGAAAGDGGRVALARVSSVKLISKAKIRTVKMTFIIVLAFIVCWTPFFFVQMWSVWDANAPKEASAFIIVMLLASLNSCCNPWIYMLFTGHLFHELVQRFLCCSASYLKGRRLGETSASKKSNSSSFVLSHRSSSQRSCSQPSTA
#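 Replication – single well per compound, singlicate · Assay system – CHO cell line stably expressing human OTR · Timing – 6 min pre-incubation, 100 s read · Measure – normalized max/min fluorescence ratio, % activation · Doses – 3.0 µM, one dose · Detection – Fluo-8 calcium dye fluorescence · Probe or stimulus – oxytocin near EC15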
# OXTR ag: activates the human oxytocin receptor; AID 2435; CHO-OTR cells, Fluo-8 calcium fluorescence; normalized: DMSO 0%, oxytocin 100%; hit rate 0.32% among 320,000; activation, % at 3 µM;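 active = activation above the mean of all tested compounds plus 3 SD, cutoff set per screening run, cut at about 20% in these data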;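 also: peak over basal fluorescence ratio from a 100 s FLIPR kinetic read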
# Numbers without * were called inactive; . = no result given.
SMILES,TAAR1 antagonist,CHO parental Ca,V1R ag counter,M1 ag parental,CHO-K1 Ca PAM,GPR7 antag,CHO-K1 Ca antag,OXTR potentiator,OXTR ag
CCc1nn(CC(=O)N2CCN(c3cc(C)ccc3C)CC2)c(=O)c2cc3occc3n12,-21,-13,0.3,1.4,20,-2,-22,-5,0.2
CN(C)/C(Cn1cncn1)=C1/N=C(c2c(F)cccc2F)OC1=O,-4,-16,2.0,3.1,10,-6,-1,-3,2.2
COc1ccccc1/C=C/C=N/NC(=O)CCn1cnc2ccccc21,30,-37,-1.9,3.4,3,4,3,-2,-1.7
Cn1c(=O)c(=O)n(C)c2cc(S(=O)(=O)CCC(=O)N3CCCCC3)ccc21,-8,4,-0.6,0.7,1,-5,-5,-4,-0.1
COc1ccc(OC)c(Nc2nc3nonc3nc2N2CCCCC2)c1,-4,1,-0.1,0.3,-8,11,12,-11,0.1
Cc1cc(Cl)ccc1OCC(=O)NNC(=O)c1cccnc1,-19,-3,0.1,1.6,11,-2,-12,-1,1.5
COc1ccc(CNC(=O)C(C)OC(=O)C23CC4CC(CC(O)(C4)C2)C3)cc1 (stereo unspecified),-3,-8,1.1,0.8,17,-9,-5,-1,0.0
CCCn1c(C)nc2c(c1=O)c1nc3ccccc3nc1n2CCC1=CCCCC1,-8,-15,-1.6,1.6,5,-21,2,-12,-2.4
CCC(Sc1nc(-c2cccc(OC)c2)c(C#N)c(=O)[nH]1)C(=O)Nc1nnc(C(C)C)s1 (stereo unspecified),-16,-1,-0.7,0.6,10,-8,1,-14,-0.6
COc1ccccc1NC(=O)CSc1nnc(-c2ccccc2)o1,-1,-8,0.4,1.7,19,8,-3,-2,3.4
CCCCNc1c(-c2cc3ccccc3o2)nc2nc(C)cc(C)n12,-1,.,.,1.2,11,.,1,.,.
CCOC(=O)N1CCN(C(=O)CN(C)S(=O)(=O)c2ccc(Cl)cc2)CC1,-12,-10,1.1,0.7,-9,-14,-7,0,0.0
CCCn1c(C(C)Nc2nc(-c3ccc(Cl)c([N+](=O)[O-])c3)cs2)nc2cc(Cl)c(N3CCCCC3)cc21 (stereo unspecified),.,-16,0.1,0.2,-1,-8,-8,7,-0.5
COc1cccc(C(=O)Nn2cnnc2)c1OC,-26,1,1.0,1.7,18,1,-5,-9,-0.5
CC1CCCC(C)N1C(=O)CN1CCN(c2nc(-c3ccc(F)cc3)cs2)CC1 (stereo unspecified),17,5,5.3,8.2,5,-10,9,-8,5.2
COc1ccc(Cc2nnc(Nc3ccccc3OC)[nH]c2=O)cc1,13,-16,-0.1,0.1,24,-14,-9,8,0.7
CCN(Cc1ccccc1)C(c1ccc(Cl)cc1)c1nnnn1C(C)(C)C (stereo unspecified),-4,-19,1.3,0.3,11,-9,-19,-8,-0.3
COc1ccc(-c2nc(N)ncc2Oc2ccccc2Br)c(O)c1,18,-17,-0.1,0.4,18,-11,-8,-7,-0.2
CCN1C(=O)c2cccc3c(S(=O)(=O)Nc4ncccc4C)ccc1c23,2,-16,3.2,2.0,4,-2,2,-6,3.0
CC1CCCC(C)N1C(=O)COC(=O)c1ccc(S(=O)(=O)N(C)c2ccccc2)cc1 (stereo unspecified),-3,-11,3.5,0.1,-19,.,0,-10,-0.4
O=C(Cc1ccc(Nc2nc(=S)[nH]c3ccccc23)cc1)NC1CCCCC1,-26,-15,0.2,.,.,6,.,-8,-0.7
Cc1nc(/C(N)=N/OC(=O)c2c(-c3ccccc3Cl)noc2C)cs1,-12,-11,0.7,3.5,-16,-5,16,-9,-0.6
O=C(Nc1cccc(C(=O)N2CCN(c3cccc(Cl)c3)CC2)c1)c1ccccc1,46,-9,6.9,9.2,23,10,-9,-19,2.4
O=C(NCc1ccncc1)C1CCN(S(=O)(=O)c2cc(Cl)ccc2Cl)CC1,-10,-1,-0.1,2.5,-20,6,0,3,1.6
CC1CCCN(S(=O)(=O)CCNC(=O)c2ccc3c(c2)OCO3)C1 (stereo unspecified),-7,-8,5.8,1.2,7,.,-5,-5,-0.1
# Next structures follow:
SMILES,TAAR1 antagonist,CHO parental Ca,V1R ag counter,M1 ag parental,CHO-K1 Ca PAM,GPR7 antag,CHO-K1 Ca antag,OXTR potentiator,OXTR ag
Cc1cc(C)n2c(SCc3nnc(-c4cccs4)o3)nnc2n1,.,-8,0.0,0.0,22,-9,-12,-10,0.5
Cc1ccccc1-n1nc2c(c1NC(=O)c1ccco1)CS(=O)(=O)C2,-5,-1,0.4,0.1,4,4,-14,-10,0.5
CCc1ccc(NC(=O)/C(C#N)=C/c2cn(CC(=O)O)c3ccccc23)cc1,9,-4,-0.3,1.2,17,-4,-5,-7,0.4
COc1ccccc1N(C)S(=O)(=O)c1ccc(C(=O)NC2CCCCC2)cc1,-7,-6,3.3,3.6,0,.,-3,-3,0.8
COc1ccc(NS(=O)(=O)c2ccc3c(c2)OCCO3)cc1OC,-5,30,8.3,14,-2,-5,36*,-28,14
Cc1nn(C(=O)c2cccc([N+](=O)[O-])c2)c(C)c1Cl,-5,-6,0.1,0.7,-3,-7,-9,4,1.1
COCCn1nc2cc(C(=O)NCC34CC5CC(CC(C5)C3)C4)ccc2c1OC,2,0,1.7,0.0,-13,-5,-13,-5,0.1
CCN(CC(=O)Nc1ccc2c(c1)OCCO2)CC(=O)Nc1ccc2c(c1)OCO2,-10,-14,-0.8,4.6,9,-4,-6,-9,-0.7
COCCCn1c(=O)/c(=C\c2ccc(OC(F)F)c(OC)c2)s/c1=C(/C#N)C(=O)NCCOC,-7,-13,-0.4,0.5,18,6,-12,-5,0.8
O=C(NCc1ccc(-c2csnn2)cc1)C1CC1,-29,2,0.1,-0.3,0,-8,-3,-9,-0.4
O=C(NCCCN=C1NS(=O)(=O)c2ccccc21)c1ccncc1,-12,2,0.9,0.5,11,-5,0,-2,0.0
CC(=O)NCCNc1nc(NC(C)C)nc2cc(-c3ccccc3)sc12,20,.,.,2.5,10,.,-14,.,.
CC(C)/C(C=O)=C(/NC1CCCCC1)c1ccccc1,-53,-14,-0.6,-0.4,0,.,-8,-5,-4.2
COc1ccc(-c2csc(NC(=O)c3cccc(N4C(=O)CCC4=O)c3)n2)cc1C,49*,-13,5.0,3.7,6,6,-2,-16,6.2
O=C(CCC1CCCN(C(=O)c2ccc3[nH]ccc3c2)C1)N1CCN(c2ccccn2)CC1 (stereo unspecified),6,-14,4.0,1.4,-17,-7,17,-2,2.6
CC(C)n1c(-c2ccncc2)n[nH]c1=S,13,5,0.3,-0.3,20,1,-24,-8,0.8
Cc1ccsc1C(=O)OCC(=O)NCc1ccc2c(c1)OCO2,-1,-24,-0.3,0.8,20,12,-18,-10,-1.1
CC1CN(C(=O)CCC(=O)N2CCN(c3ccccn3)CC2)c2ccccc2O1 (stereo unspecified),-8,-12,-0.2,0.2,14,-3,8,1,-1.2
C/C(CC(=O)Nc1c(C)cc(C)cc1C)=N\NC(=O)Cc1ccccc1,-2,-19,0.3,1.8,3,-2,1,-9,-0.7
CC1CCc2sc(C(=O)NCc3ccccn3)cc2C1 (stereo unspecified),-19,-22,-0.1,-0.3,2,.,-9,4,-1.1
O=C(CCN1C(=O)c2cccc3cccc(c23)C1=O)Nc1ccon1,8,-4,0.2,1.2,3,-9,-2,11,-1.2
CCNC(=O)C1(C)CCCN(Cc2ccc(-c3ccccc3)o2)C1 (stereo unspecified),-19,.,.,0.5,-1,.,-7,.,.
c1ccc2c(c1)CC(CN1CCNCC1)O2 (stereo unspecified),-5,.,.,-0.3,-25,-13,14,.,.
Cc1cc(C(=O)NC2CCCc3c2cnn3-c2cccc(C)c2C)n(C)n1 (stereo unspecified),-12,55*,12,13,-20,3,30*,-16,11
COCCn1nnnc1CN1CCOCC1,-8,-6,0.9,-0.2,-14,-8,6,-5,2.4
# Further compounds:
SMILES,TAAR1 antagonist,CHO parental Ca,V1R ag counter,M1 ag parental,CHO-K1 Ca PAM,GPR7 antag,CHO-K1 Ca antag,OXTR potentiator,OXTR ag
Cc1[nH]nc(Nc2ccccc2)c1[N+](=O)[O-],5,11,2.0,0.4,-17,-2,7,-20,-0.8
COc1ccccc1CN(Cc1cc2cc3c(cc2[nH]c1=O)OCCO3)Cc1nnnn1Cc1ccco1,-2,-10,3.2,-0.1,12,-16,-10,-7,1.9
O=C(c1ccc(S(=O)(=O)N2CCOCC2)cc1)N1CCN(c2ccc(F)cc2)CC1,10,-10,1.0,0.8,14,8,-3,-10,-0.7
COc1ccc(C2=Nn3c(nnc3-c3ccccc3Cl)SC2)cc1OCC1CC1,40,-16,-0.3,0.9,5,.,-18,1,-0.6
COc1cccc(C(=O)N(Cc2ccco2)Cc2cc3cccc(C)c3[nH]c2=O)c1,43,-20,2.3,4.6,15,-2,1,-6,0.2
COc1ccc(-c2noc(CCC(=O)N3CCN(c4ccc(F)cc4)CC3)n2)cc1,-8,-11,.,-0.2,2,.,-1,.,.
COc1ccc(NC(=O)CN(C)C(=O)c2cccc3ccccc23)cc1,-24,-8,-0.7,0.2,-15,.,7,-3,-0.6
CCOC(=O)c1cc(-c2csc(-c3cccc(Cl)c3)n2)on1,-5,-2,3.0,0.6,14,18,-4,-11,-1.6
Cc1cc(C)nc(SCCC(=O)N(C)C)n1,-2,-4,0.4,0.1,-5,4,6,-8,0.9
CCOC(=O)c1nnn(CC(=O)N2N=C(c3ccc(Cl)cc3)CC2c2ccc(OC)cc2)c1C(=O)OCC (stereo unspecified),-3,-23,0.2,-0.1,-3,3,-9,-6,0.1
CCCn1nnnc1NCc1ccc(CC)cc1,-17,-4,-0.1,-0.1,12,-15,-7,0,-0.4
CC1CCN(C(=O)c2ccc(S(=O)(=O)NCc3ccco3)cc2)CC1,7,2,5.4,2.2,10,3,-10,-7,-0.2
COCCCNc1nc2ccccc2[nH]c1=O,-2,-5,-0.7,0.7,16,-8,-13,-11,-0.7

# Some of these compounds in order of count of non-hydrogen atoms, highest first.
SMILES,TAAR1 antagonist,CHO parental Ca,V1R ag counter,M1 ag parental,CHO-K1 Ca PAM,GPR7 antag,CHO-K1 Ca antag,OXTR potentiator,OXTR ag
O=C(c1ccc(S(=O)(=O)N2CCOCC2)cc1)N1CCN(c2ccc(F)cc2)CC1,10,-10,1.0,0.8,14,8,-3,-10,-0.7
COc1ccc(C2=Nn3c(nnc3-c3ccccc3Cl)SC2)cc1OCC1CC1,40,-16,-0.3,0.9,5,.,-18,1,-0.6
CC1CCN(C(=O)c2ccc(S(=O)(=O)NCc3ccco3)cc2)CC1,7,2,5.4,2.2,10,3,-10,-7,-0.2
CCOC(=O)c1cc(-c2csc(-c3cccc(Cl)c3)n2)on1,-5,-2,3.0,0.6,14,18,-4,-11,-1.6
COCCCNc1nc2ccccc2[nH]c1=O,-2,-5,-0.7,0.7,16,-8,-13,-11,-0.7
Cc1[nH]nc(Nc2ccccc2)c1[N+](=O)[O-],5,11,2.0,0.4,-17,-2,7,-20,-0.8
